p53ts 39C kill: p53ts cell cytotoxicity, nonpermissive temperature. H1299-p53A138V viability at 39C, ATP luminescence, 24 h. Potency, µM (doses to about 46.1 µM), for inactives: at the top dose activity change, negative = cell killing, most hits filed as cytotoxic. actives 1.5% (n = 130,000). AID 902; note: nearly all actives have a fitted effect of over 55% in size
Imprint erasure: induces erasure of genomic imprints in mouse ES cells; mouse ES Peg3-LacZ reporter, beta-gal luminescence, 40 h; AID 1948; Potency, µM (titrated, usually from 60.7 µM), without a hit: top-dose activity change, positive = activation, actives largely listed as activators; actives 0.02% (n = 110,000);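 note: 0% = negative control wells on the plate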
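Each well holds 300 Peg3LacZ-Neo (maternal) female ES cells incubated 40 h at 37C, 5% CO2. LacZ is measured by BetaGlo luminescence, with AC50 and maximum efficacy derived from dose-response curves.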
IkB sig inh: suppresses IkB signaling in ABC-DLBCL reporter cells. ABC-DLBCL IkBa-CBG/CBR dual luciferase ratio, 4 h; response scale: scaled: untreated 0%, proteasome inhibitor 100%. actives 0.04% (n = 110,000). AID 445. Potency, µM (doses to about 57.1 µM), for the others: at the top dose IkBa stabilization activation; active = well fitted curve in the direction sought with a large enough effect in the signal ratio, not every such curve was filed as active; inconclusive = small, poorly fitted or top-dose-only effect, or a change in a side signal; the % refers to the signal ratio;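 note: the direction sought is a rising ratio; 0% = basal untreated cells and 100% = reference inhibitor full response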
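Luminescence ratio of IκBα-fused green versus native red beetle luciferase in OCI-Ly3 cells, 4 h post-doxycycline with compound; red signal alone, scaled from basal (0%) to zero light (-100%), flagged nonspecific or cytotoxic effects.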
p53ts 32C kill: p53ts cell cytotoxicity, permissive temperature | H1299-p53A138V at 32C, ATP luminescence viability, 24 h | Potency, µM (highest dose often 46.1 µM), for the others: at the top dose activity change, negative = cytotoxicity, hits mostly cytotoxic | actives 0.93% (n = 130,000) | AID 924;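 note: 0% = DMSO and -100% = full killing by reference compound; nearly all actives have a fitted effect of over 55% in size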
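H1299-p53 A138V cells (temperature-sensitive p53) exposed 24 h to up to 46 uM compound at 32C, where p53 is wild-type in conformation. Viability read as ATP luminescence and normalised to DMSO and 100 uM tamoxifen. AC50 fitted with the Hill equation.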
The depositor's hits bear a star; & = joins results of further samples; [ ] = dose if it differs, or a comment. Unless noted, calls come from the whole dose curve; as a rule, active = well fitted curve in the direction sought with a large enough effect; inconclusive = small, poorly fitted or top-dose-only effect, or another doubt; inactive = no such curve, though single readings can be large; an effect the other way counts as inactive or inconclusive. Unless noted, % is set by controls: 0 for no effect and ±100 for the full control effect; potency is the fitted concentration of half-maximal effect.

`CCn1cc(C(=O)N2CCN(c3ccc(C)cc3)C(C)C2)c(=O)c2cc(S(=O)(=O)N3CCCC3)ccc21` (configuration not stated) gave p53ts 39C kill 14.9%, Imprint erasure -7.1%[10.9 µM], IkB sig inh -2.3% and p53ts 32C kill 3.2%.
Screening Cc1ccc(-c2noc(-c3ccccc3Br)n2)cc1 returned p53ts 39C kill 10µM*, Imprint erasure -49.6%[inhibitor], IkB sig inh 6.7% and p53ts 32C kill 12.6µM*.
Cc1oc(-c2ccccc2F)nc1CS(=O)(=O)CC(=O)N1CCN(c2ccccc2)CC1 was read as p53ts 39C kill -6.6%, Imprint erasure -12.1%[10.9 µM], IkB sig inh inconclusive and p53ts 32C kill 0.8%.
For CSCCC1NC(=O)NC1=O (configuration not stated) the results were p53ts 39C kill 2.4%, Imprint erasure -2.3%, IkB sig inh 1.2% and p53ts 32C kill 6.5%.
Screening CCOc1ccccc1/C=C(/NC(=O)c1ccccc1)C(=O)NCC(=O)O returned p53ts 39C kill 23.7% and p53ts 32C kill 6.1%.
COC(=O)c1nc(NC(=O)C(C)(C)C)n[nH]1 was read as p53ts 39C kill -2.2%, Imprint erasure 3.9%, IkB sig inh 3.7% and p53ts 32C kill 3.8%.
`CC1(O)C(=O)C=C2C=C3CCCN3C=C2C1=O` (configuration not stated) gave p53ts 39C kill 6.7%[9.22 µM] and p53ts 32C kill 4.0%[9.22 µM].
For Cc1nc2ccc(S(=O)(=O)N(C)CC(=O)Nc3cccc(C(F)(F)F)c3)cc2s1 the results were p53ts 39C kill inconclusive, Imprint erasure -13.6%[10.9 µM], IkB sig inh 0.6% and p53ts 32C kill -6.7%.
For COc1ccc(OC)c(NC(=O)Cn2cc(C#N)c3cc(Br)ccc32)c1 the results were p53ts 39C kill 11.0%, Imprint erasure -8.6%, IkB sig inh 2.7% and p53ts 32C kill -0.3%.
For Cc1nc(SCC(=O)NCCc2ccccc2)n[nH]1 the results were p53ts 39C kill -4.1%, Imprint erasure 5.9%, IkB sig inh -1.5% and p53ts 32C kill -1.4%.
Screening CC(C)=CCC/C(C)=C/CC/C(C)=N/O returned p53ts 39C kill 3.6%, Imprint erasure 11.9%, IkB sig inh -1.0% and p53ts 32C kill -3.1%.
Nc1ccc(N(S(=O)(=O)c2ccccc2)S(=O)(=O)c2ccccc2)c(Cl)c1 was read as p53ts 39C kill 6.4%[9.22 µM], Imprint erasure -12.9%[10.9 µM], IkB sig inh -1.9%[11.4 µM] and p53ts 32C kill 10.8%[9.22 µM].
Cc1ccc(-n2nc3c(N4CCC(C(=O)N5CCC(C)CC5)CC4)nnc(C)c3c2C)cc1 was read as p53ts 39C kill -6.6%, Imprint erasure 10.4%[10.9 µM], IkB sig inh inconclusive and p53ts 32C kill 3.6%.
Screening Cc1ccccc1NC(=O)C1Cc2ccccc2C(=O)O1 (configuration not stated) returned p53ts 39C kill 3.8%, Imprint erasure -24.0%, IkB sig inh 0.7% and p53ts 32C kill -5.0%.
CCN(CC)c1ccc(-n2cc3c(=O)n(C)c(=O)n(C)c3c2)cc1 was read as p53ts 39C kill 4.2%, Imprint erasure -16.5%, IkB sig inh -0.2% and p53ts 32C kill 7.3%.
For CN1C(=O)c2ccc(S(=O)(=O)c3ccc(C(=O)O)cc3)cc2C1=O the results were p53ts 39C kill -6.3%, Imprint erasure -1.7%, IkB sig inh -1.9% and p53ts 32C kill -5.1%.
`O=C(COc1cccc2cccnc12)NCC(F)(F)F` gave p53ts 39C kill -3.1%, Imprint erasure -2.7%, IkB sig inh -0.8% and p53ts 32C kill -1.1%.
`Cc1cccc(N(C(=O)CCC(=O)Nc2ccccn2)C(C(=O)NC(C)C)c2ccc(O)cc2)c1` (configuration not stated) gave p53ts 39C kill -8.1%, Imprint erasure -10.3%, IkB sig inh 1.0% and p53ts 32C kill 6.6%.
`O=C(Cn1[nH]c(=O)c2ccccc2c1=O)N1CC=C(c2ccccc2)CC1` gave p53ts 39C kill -9.7%, Imprint erasure -8.2%, IkB sig inh inconclusive and p53ts 32C kill -12.8%.
Screening COc1ccc(-c2cn3cccnc3n2)cc1NC(=O)c1ccccc1C(F)(F)F returned p53ts 39C kill -34.5%, Imprint erasure -6.5%[10.9 µM], IkB sig inh 1.4% and p53ts 32C kill 13.5%.
Screening OCCn1c(Cl)nc2ccccc21 returned p53ts 39C kill -6.4% and p53ts 32C kill -2.4%.
For C=CCOc1nc2c(c(=O)n(C)c(=O)n2C)n1C the results were p53ts 39C kill 11.5%, Imprint erasure -3.6%, IkB sig inh -0.5% and p53ts 32C kill 5.2%.
Screening C/C(N)=C(/C#N)C(=O)COC(=O)c1cc(S(=O)(=O)N2CCCCC2)ccc1C returned p53ts 39C kill -10.6%, Imprint erasure -14.7%, IkB sig inh 0.7% and p53ts 32C kill 12.2%.
For Cc1cccc2cc(CN(CC3CCCO3)C(=O)NC3CCCCC3)c(=O)[nH]c12 (configuration not stated) the results were p53ts 39C kill 3.2%, Imprint erasure -7.2%, IkB sig inh -0.6% and p53ts 32C kill 0.0%.
For CCOC(=O)CC(=O)Nc1c(C)cc(C)cc1C the results were p53ts 39C kill 14.7%, Imprint erasure -5.3%, IkB sig inh 3.7% and p53ts 32C kill 1.4%.
`O=C1NCCCC2c3cc(O)c4ccccc4c3OC12N1CCCCC1` (configuration not stated) gave p53ts 39C kill 7.94µM*, Imprint erasure -39.2%[inhibitor], IkB sig inh inconclusive and p53ts 32C kill 6.31µM*.
`O=C(Cn1nnc(-c2ccccc2NC(=O)c2ccccc2F)n1)NCc1ccco1` gave p53ts 39C kill -3.0%, Imprint erasure -12.1%, IkB sig inh 0.0% and p53ts 32C kill -9.6%.
For O=C(Nc1nnc(C2CCCO2)s1)c1cccs1 (configuration not stated) the results were p53ts 39C kill 5.3%, Imprint erasure -6.3%, IkB sig inh 6.9% and p53ts 32C kill 2.4%.
Screening COc1ccc(Cl)cc1NC(=O)N(C)Cc1c(C)nn(C)c1C returned p53ts 39C kill -7.6%, Imprint erasure -3.7%, IkB sig inh 0.1% and p53ts 32C kill -8.0%.
Screening CC(C)COc1ccc(C(=O)NCC2OCCc3ccccc32)cc1 (configuration not stated) returned p53ts 39C kill -2.8%, Imprint erasure 13.4%[10.9 µM], IkB sig inh inconclusive and p53ts 32C kill -3.0%.
Screening COc1ccccc1CN1CC(C(=O)NC2CCCCC2)CC1=O (configuration not stated) returned p53ts 39C kill 3.4%, Imprint erasure -14.6%, IkB sig inh 0.0% and p53ts 32C kill 0.8%.
For Cc1cccc(NC(=O)c2oc3c(c2C)-c2[nH]ncc2CC3)c1C the results were p53ts 39C kill inconclusive, Imprint erasure -11.6%[10.9 µM], IkB sig inh 6.4% and p53ts 32C kill -26.7%.
CCc1ccc(NC(=O)Nc2cn(C)c(=O)c3ccccc23)cc1 was read as p53ts 39C kill 4.4%, Imprint erasure 9.3%[10.9 µM], IkB sig inh 9.4% and p53ts 32C kill 23.4%.
Cc1cc(C(=O)NC(C)C2CCCO2)cs1 (configuration not stated) was read as p53ts 39C kill 15.4%, Imprint erasure 0.3%, IkB sig inh 2.2% and p53ts 32C kill -3.2%.
`Cc1ccc(C)c(NS(=O)(=O)c2ccc(OCC(=O)NCc3ccco3)cc2)c1` gave p53ts 39C kill 10.4%, Imprint erasure -18.0%, IkB sig inh 7.9% and p53ts 32C kill 5.4%.
`O=C(c1oc(=O)c2ccccc2c1-c1ccccc1)N1CCC(O)CC1` gave p53ts 39C kill 9.9%, Imprint erasure 0.1%, IkB sig inh -1.7% and p53ts 32C kill 11.5%.
`Cc1cccc(N2CCN(S(=O)(=O)c3ccc(-c4cnc(C5CC5)o4)cc3)CC2)c1C` gave p53ts 39C kill 7.2%, Imprint erasure -14.3%[10.9 µM], IkB sig inh 1.7% and p53ts 32C kill 3.3%.
For CCCCCS(=O)(=O)c1oc(-c2cccs2)nc1S(=O)(=O)c1ccc(C)cc1 the results were p53ts 39C kill 3.16µM*, Imprint erasure -21.5%[10.9 µM], IkB sig inh inconclusive and p53ts 32C kill inconclusive.
`Cc1ccc2c(SCC(=O)NCc3ccco3)nc(-c3ccc(F)cc3)nc2c1` gave p53ts 39C kill 2.2%, Imprint erasure -10.7%, IkB sig inh 0.2% and p53ts 32C kill 1.4%.
For Cc1[nH]c(=O)[nH]c(=O)c1S(=O)(=O)N1c2ccc(F)cc2CCC1C (configuration not stated) the results were p53ts 39C kill -6.3%, Imprint erasure 6.2%, IkB sig inh -1.1% and p53ts 32C kill -6.0%.
Screening CC(=O)N1CCCC1C(=O)O (configuration not stated) returned p53ts 39C kill -3.8%, Imprint erasure -19.7% and p53ts 32C kill -4.7%.
For O=C(O)c1cccc(S(=O)(=O)Nc2ccc3c(c2)OCO3)c1 the results were p53ts 39C kill -15.5%, Imprint erasure -6.3%, IkB sig inh 0.7% and p53ts 32C kill -9.2%.
O=c1cc(CO)oc(C(Nc2ccccn2)c2ccsc2)c1O (configuration not stated) was read as p53ts 39C kill -2.9%, Imprint erasure 1.7%, IkB sig inh 6.9% and p53ts 32C kill 6.3%.
COc1ccc2c(c1OC)C(=O)N1C(C(=O)O)Cc3c([nH]c4ccccc34)C21 (configuration not stated) was read as p53ts 39C kill -0.2%, Imprint erasure -3.6%, IkB sig inh -4.5% and p53ts 32C kill -8.9%.
For N#Cc1nc(COc2ccccc2)oc1N1CCC(Cc2ccccc2)CC1 the results were p53ts 39C kill -9.4%, Imprint erasure -26.2%, IkB sig inh 0.0% and p53ts 32C kill 7.9%.
Screening Cc1cccc(N2CCN(C(=O)C3CCN(c4nnc(-n5cccc5)s4)CC3)CC2C)c1 (configuration not stated) returned p53ts 39C kill inconclusive, Imprint erasure -14.9%, IkB sig inh inconclusive and p53ts 32C kill inconclusive.
For Cc1ccc(S(=O)(=O)N2CCCC(C(=O)NCc3cccnc3)C2)cc1Cl (configuration not stated) the results were p53ts 39C kill 1.3%, Imprint erasure -9.2%, IkB sig inh 2.0% and p53ts 32C kill 5.0%.
`CC(NCCC(c1ccccc1)c1ccccc1)c1ccccc1` (configuration not stated) gave p53ts 39C kill -32.0%, Imprint erasure -42.9%[inhibitor] and p53ts 32C kill -8.1%.

For reference, some entries already given:
Screening Cc1cccc(N2CCN(C(=O)C3CCN(c4nnc(-n5cccc5)s4)CC3)CC2C)c1 (configuration not stated) returned p53ts 39C kill inconclusive, Imprint erasure -14.9%, IkB sig inh inconclusive and p53ts 32C kill inconclusive.
For Cc1ccc(S(=O)(=O)N2CCCC(C(=O)NCc3cccnc3)C2)cc1Cl (configuration not stated) the results were p53ts 39C kill 1.3%, Imprint erasure -9.2%, IkB sig inh 2.0% and p53ts 32C kill 5.0%.
`CC(NCCC(c1ccccc1)c1ccccc1)c1ccccc1` (configuration not stated) gave p53ts 39C kill -32.0%, Imprint erasure -42.9%[inhibitor] and p53ts 32C kill -8.1%.

Next part.
`O=C(O)c1ccc(Cl)c(S(=O)(=O)Nc2ccccc2Cl)c1` gave p53ts 39C kill 8.3% and p53ts 32C kill -4.2%.
Screening CCn1cc(C(=O)NCCc2ccc(Cl)cc2)c(=O)c2cc(S(=O)(=O)N3CCC(C)CC3)ccc21 returned p53ts 39C kill -10.6%, Imprint erasure -11.7%[10.9 µM], IkB sig inh inconclusive and p53ts 32C kill -7.6%.
`CCOc1ccc(NC(=O)C2(c3cccs3)CCOCC2)cc1` gave p53ts 39C kill -2.3%, Imprint erasure -5.8%[10.9 µM], IkB sig inh 0.4% and p53ts 32C kill -3.9%.
CS(=O)(=O)N1CCC2(CCN(c3ccccc3)CC2)CC1 was read as p53ts 39C kill 0.5%, IkB sig inh 0.0%[11.4 µM] and p53ts 32C kill -5.6%.
For Cc1ccc(Nc2ncnc3c2cnn3-c2ccc(C)cc2)cc1 the results were p53ts 39C kill 2.4%, Imprint erasure -6.6%[10.9 µM], IkB sig inh -2.1% and p53ts 32C kill 8.4%.
O=C(O)c1cc(-c2ccco2)nc2ccccc12 was read as p53ts 39C kill inconclusive, Imprint erasure -3.8%&5.0%, IkB sig inh 0.2% and p53ts 32C kill inconclusive.
`COc1cc(Cl)c(C)cc1Nc1c2c(nc3ccccc13)CCC2` gave p53ts 39C kill 2µM*, Imprint erasure -19.2%[10.9 µM], IkB sig inh inconclusive and p53ts 32C kill inconclusive.
O=C(CN1C(=O)CCC1=O)Nc1nc(-c2cccs2)cs1 was read as p53ts 39C kill 1.1%, Imprint erasure -7.2%, IkB sig inh 0.4% and p53ts 32C kill 1.9%.

From PubChem
